# Assay outcomes as filed in PubChem.
# Neddylation inh – blocks human cullin neddylation; P61081+Q13564; 360,000 compounds, 0.58% hits; TR-FRET cullin neddylation, biochemical; calls only at 25 µM; AID 651699; in the data active = inhibition above about 36%
# MLLE-PAM2 inh – inhibitors of microRNA-mediated deadenylation, human PABP1 MLLE binding; P11940; GST-MLLE / FITC-PAM2 fluorescence polarization; inhibition, % at 20 µM; 360,000 compounds, 0.36% hits; AID 588489; in the data active = inhibition above about 35%, passing the limit was not always enough;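 also: plate controls were DMSO wells with GST-MLLE for no effect and wells lacking GST-MLLE protein for full effect; some results filed as inactive read as strong as hits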
# Rin1 Abl inh – blocks binding of human Rin1 to Abl. P00519+Q13671. TR-FRET Rin1/Abl binding, biochemical. inhibition, % at 7.35 µM. 360,000 compounds, 0.4% hits. AID 588664; in the data active = inhibition above about 5%, passing the limit was not always enough
# MsrA act – activates bovine MsrA enzyme | purified bovine MsrA, absorbance read-out | activation, % at 10.6 µM | 360,000 compounds, 0.3% hits; in the data active = activation above about 7.5%;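 also: 0% = vehicle and 100% = reference activator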
# CendR NRP1 mod – alters CendR peptide binding to human NRP-1. O14786. FAM-RPARPAR peptide binding to NRP-1, fluorescence polarization. inhibition, % at 25 µM. 360,000 compounds, 0.85% hits;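 active = inhibition or corrected inhibition above about 18%, plus a signal ratio from 0.5 to 1.5, limit read from the data, passing the limit was not always enough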; also: strong numbers were not always called active
# E coli Lon inh – E. coli protease La inhibition; 360,000 compounds, 0.42% hits; P0A9M0; purified E. coli Lon protease, fluorescence polarization; inhibition, % at 7.94 µM; in the data active = inhibition above about 13%, passing the limit was not always enough;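 also: 0% = enzyme with probe and DMSO and 100% = no enzyme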
# Target sequence (P0A9M0 whole entry, looked up): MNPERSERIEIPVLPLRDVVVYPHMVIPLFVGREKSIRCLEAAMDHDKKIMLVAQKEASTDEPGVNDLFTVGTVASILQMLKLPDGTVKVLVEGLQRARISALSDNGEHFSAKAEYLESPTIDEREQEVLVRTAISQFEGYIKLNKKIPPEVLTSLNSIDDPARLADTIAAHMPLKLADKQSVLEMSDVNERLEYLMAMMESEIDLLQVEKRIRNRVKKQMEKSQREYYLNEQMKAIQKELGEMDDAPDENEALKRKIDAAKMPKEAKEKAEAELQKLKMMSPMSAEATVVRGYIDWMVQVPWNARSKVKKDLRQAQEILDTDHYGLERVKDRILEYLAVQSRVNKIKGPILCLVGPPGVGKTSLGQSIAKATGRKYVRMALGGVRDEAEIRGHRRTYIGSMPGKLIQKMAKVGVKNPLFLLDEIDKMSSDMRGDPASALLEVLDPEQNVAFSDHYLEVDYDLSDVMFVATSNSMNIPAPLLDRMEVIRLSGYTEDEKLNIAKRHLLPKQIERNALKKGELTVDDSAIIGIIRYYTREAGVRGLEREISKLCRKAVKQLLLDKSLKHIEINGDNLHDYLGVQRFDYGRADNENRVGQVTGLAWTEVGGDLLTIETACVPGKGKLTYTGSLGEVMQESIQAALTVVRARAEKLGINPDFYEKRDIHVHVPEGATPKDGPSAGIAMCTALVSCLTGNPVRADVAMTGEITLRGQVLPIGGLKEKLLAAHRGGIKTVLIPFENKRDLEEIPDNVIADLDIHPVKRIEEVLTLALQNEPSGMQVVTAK
# FAS-TE inh – FAS thioesterase (human) inhibition; P49327; recombinant FAS-TE, OMFH fluorogenic substrate, fluorescence endpoint; inhibition, % at 15 µM; 360,000 compounds, 0.67% hits; AID 602261;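 active = compounds whose normalised, plate-corrected inhibition of enzyme fluorescence in the single-dose primary screen is 50% or more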;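 also: 0% = DMSO with enzyme and 100% = substrate without enzyme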
# MT1-MMP act inh – inhibitors of human MT1-MMP activation. P50281. 360,000 compounds, 0.061% hits. HT1080 RFP-PRO-GFP cells, GFP/RFP ratio fluorescence, overnight; percent of plate control window, DMSO zero. GFP/RFP ratio change, % at 20 µM. AID 651647;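 active = GFP/RFP ratio change of at least 30% with cell ATP level not reduced by more than half and red fluorescence within 50% of control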; also: strong numbers were not always called active
#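 Assay system: RFP-PRO-GFP reporter HT1080 cells; read-out basis: GFP/RFP fluorescence ratio; benchmarks: DMSO wells and RFP-L50D-GFP cells; doses: 20 µM single dose, 1% DMSO; schedule: overnight cell settling, then overnight compound exposure, 37 °C, 5% CO2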
# SKN-1 inh – blocks SKN-1 activity in C. elegans. C. elegans VP596 Pgst-4::GFP/RFP ratio, acrylamide-induced, 24 h. inhibition, % at 21.8 µM. 360,000 compounds, 0.49% hits. AID 624304;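 active = interference check ratio from 0.5 to 1.5 plus GFP to RFP signal ratio inhibition reaching or exceeding a fixed threshold, cut at about 30% in these data, passing the limit was not always enough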; also: some compounds called inactive have numbers as strong as hits
# An asterisk follows results filed as active; i = inactive; nt = not tested or not shown.
SMILES,Neddylation inh,MLLE-PAM2 inh,Rin1 Abl inh,MsrA act,CendR NRP1 mod,E coli Lon inh,FAS-TE inh,MT1-MMP act inh,SKN-1 inh
C=CCc1cc(Cl)ccc1OCCn1ccnc1,i,4,-1,-3,14,8,-4,2,14
CC(C)(C)c1ccc(S(=O)(=O)NCCOCC(F)(F)C(F)F)cc1,i,0,6,-8,-3,-8,16,7,2
CN(C(=O)c1ccccc1Br)C1CCS(=O)(=O)C1 (configuration not stated),i,4,0,-4,-4,-7,-7,-2,-8
COc1ccc(CC(N)c2csc(NC(=O)c3ccc(OC)cc3)n2)cc1 (configuration not stated),i,-34,-2,-3,-31,2,-14,1,7
CN(C)/C=C/C(=C\C(=O)C(F)(F)F)Nc1ccc(C(F)(F)F)cc1,i,-4,-1,-4,-13,-1,5,-4,1
COc1ccccc1CNC(=O)c1ccc2nc(N3CCOCC3)sc2c1,i,15,0,1,-14,2,1,-3,-5
CCCN[C@H]1CCc2nc(N)sc2C1,i,14,1,-9,0,8,-6,4,-16
O=C(O)CCC(=O)NC(c1ccccc1)c1ccccc1,i,3,1,-9,10,6,-10,-3,4
Nc1ncnc(N)c1NC(=O)c1ccc(OCc2ccccc2)cc1,i,7,3,-3,-6,-7,-8,-1,18
CCOC(=O)N1CCC(=NNC(=O)c2cc3ccccc3cc2O)CC1,i,5,-1,-4,12,-2,-7,4,1
O=C(NC1CCN(S(=O)(=O)c2cccc(F)c2)CC1)c1ccc(F)cc1,i,-13,-2,0,5,-10,3,-1,8
COc1ccc(CN(CC2CCCO2)C(=O)CN2C(=O)C(C)Oc3ccc(C)cc32)cc1OC (configuration not stated),i,2,4,-2,-10,-4,1,2,6
Cc1ccc(S(=O)(=O)N2CCCCC2)cc1NC(=O)CSCC(=O)O,i,-1,0,-11,59*,11,-11,-3,1
O=C(NCCC1=CCCCC1)C(=O)NCC(c1ccco1)N1CCN(c2ccccc2)CC1 (configuration not stated),i,-3,3,1,5,6,6,0,8
CCN(CC(=O)Nc1ccc(NC(C)=O)cc1)C(=O)CCCc1nc2ccccc2c(=O)[nH]1,i,-8,4,-2,14,-13,-4,-2,8
COCCn1nnnc1CN1CCN(C(=O)c2ccco2)CC1,i,-7,-2,-2,-3,4,-9,3,-4
COc1ccc(S(=O)(=O)N2CCOCC2)cc1NC(=O)CN1CCN(C)CC1,i,13,1,-7,10,-8,-6,-1,-12
CC1=NN(c2ccc(C)cc2)C(=O)/C1=C\c1ccc(Br)s1,i,1,1,-4,5,-9,-7,-1,3
NS(=O)(=O)c1cccc(NC(=O)c2cccc(-c3ccc(O)cc3)c2)c1,i,14,-3,0,13,-8,9,3,-4
O=C(CN1C(=O)NC2(CCc3ccccc32)C1=O)NCc1ccc(F)cc1 (configuration not stated),i,15,1,-7,8,-4,-4,5,8
Cc1nnsc1C(=O)NC1CCCc2c1cnn2-c1ccccc1F (configuration not stated),i,6,-3,-7,3,3,-1,10,6
NC(=O)C1CCN(C(=O)c2cn(-c3ccccc3)nc2-c2cccnc2)CC1,i,10,2,-8,1,3,-8,2,-10
O=C(O)CC(C(=O)NC1CCCCC1)C1CCCO1 (configuration not stated),i,-6,-5,1,-15,-6,-3,-1,-4
O=C(CCS(=O)(=O)c1ccccc1)NC1CCCCC1,i,-9,0,-4,16,-4,-5,-2,6
CCN(CC)c1ccc(/C=N/N2CCN(Cc3ccccc3)CC2)c(O)c1,i,6,-3,-5,-2,-18,23,9,14
SMILES,Neddylation inh,MLLE-PAM2 inh,Rin1 Abl inh,MsrA act,CendR NRP1 mod,E coli Lon inh,FAS-TE inh,MT1-MMP act inh,SKN-1 inh
Cc1ccc(-c2n[nH]c(=O)c3ccccc23)cc1S(=O)(=O)Nc1ccccc1,i,4,-2,-2,-14,-10,7,1,9
CCc1cccc(NC(=O)CNC(=O)N2CC(=O)Nc3ccccc32)c1,i,-3,0,-4,16,-1,-1,2,17
COc1cc(-c2[nH]ncc2CN2CCc3sccc3C2)cc(OC)c1OC,i,15,-1,-5,-7,-1,-1,2,-7
Cc1ccc(OCC(=O)Nc2ccc(S(=O)(=O)Nc3ccccn3)cc2)cc1C,i,8,6,-2,-6,-4,3,2,-11
CCOc1ccc(NCc2nnc(SCC(=O)Nc3nc(-c4ccccc4)cs3)n2-c2ccccc2)cc1,i,-3,-4,-5,1,-8,-4,3,5
C[C@H]1CN([C@@H](C)CO)C(=O)CCCn2nncc2CO[C@@H]1CN(C)C(=O)Cc1ccccc1,i,9,-6,-4,0,-13,-10,1,1
O=C(c1ccc2c(c1)OCO2)N1CCN(c2ccccn2)CC1,i,-2,2,-3,-3,-8,-9,2,-9
O=C(NCc1ccccn1)Nc1ccc(Br)cc1Cl,i,-9,3,-4,-3,0,-1,-5,-13
NS(=O)(=O)c1ccc(NC(=O)CSC2=NC(=O)C(c3ccccc3)C(=O)N2)cc1 (configuration not stated),i,29,1,0,7,1,-5,4,16
COc1cc(/C=C(\C#N)C(=O)NCC2CCCO2)ccc1OCC(N)=O (configuration not stated),i,16,-1,-2,-1,6,-3,-8,6
COc1ccc(N(CC(=O)N/N=C/c2cccnc2)S(=O)(=O)c2ccc(C)cc2)cc1OC,i,15,-2,-3,10,-20,-3,-5,7
COC(=O)CSc1ccc2nnc(CCNS(=O)(=O)c3ccccc3)n2n1,i,-4,-1,-3,12,3,-4,3,-9
CCN(CC)CCOC(=O)c1cccc(OC)c1,i,-5,-1,0,-5,2,-8,6,-8
CCN(CC)c1ccc(S(=O)(=O)N2CCCCC2)cc1NC(=O)C1CCC1,i,-2,-2,-4,15,-7,11,-7,2
COc1ccccc1CC(=O)Nc1ccc(S(=O)(=O)N2CCOCC2)cc1,i,6,2,-13,12,5,-5,2,15
COc1cc(C(=O)Nc2cc(C)c(OCC(=O)N3CCOCC3)c(C)c2)cc(OC)c1OC,i,5,3,-1,-4,-3,-3,5,-18
COc1ccc(CNC(=O)CSc2nnc3c(n2)[nH]c2ccccc23)cc1,i,-3,1,-4,12,-2,-7,-3,-3
Cc1cc(OCC(=O)Nc2ccc(CN3CCOCC3)cc2)c2c(C)cc(=O)oc2c1,nt,-4,2,-2,4,-13,6,6,-9
Cc1ccc(OCC(=O)NCCN2CCOCC2)cc1C,i,0,0,-2,10,-5,-3,-5,-4
O=C1NC(=S)SC1=Cc1ccccc1C(=O)O,i,17,5,-22,-65,-2,-7,7,-17
C/C(=N\NC(=O)c1nnn(-c2nonc2N)c1C)c1ccc(-c2ccccc2)cc1,i,-13,5,-3,12,-6,1,2,13
CCC(Cc1ccccc1)NC(=O)C1CCCCC1 (configuration not stated),i,0,3,-11,-12,1,-4,9,-6
COc1ccc(C2C(C(=O)NCCN3CCOCC3)c3ccccc3C(=O)N2C)cc1OC (configuration not stated),i,5,1,-13,-3,7,-8,1,-1
Nc1ccccc1-c1ccc([N+](=O)[O-])cc1,i,-2,1,-4,5,-3,2,0,22
COc1ccc(C(=O)NNC(=O)c2ccc(C)cc2)cc1S(=O)(=O)N1CCCC1,i,-1,-1,-3,0,-2,-3,0,3

# A stretch from further up:
SMILES,Neddylation inh,MLLE-PAM2 inh,Rin1 Abl inh,MsrA act,CendR NRP1 mod,E coli Lon inh,FAS-TE inh,MT1-MMP act inh,SKN-1 inh
Cc1ccc(-c2n[nH]c(=O)c3ccccc23)cc1S(=O)(=O)Nc1ccccc1,i,4,-2,-2,-14,-10,7,1,9
CCc1cccc(NC(=O)CNC(=O)N2CC(=O)Nc3ccccc32)c1,i,-3,0,-4,16,-1,-1,2,17

# More results:
SMILES,Neddylation inh,MLLE-PAM2 inh,Rin1 Abl inh,MsrA act,CendR NRP1 mod,E coli Lon inh,FAS-TE inh,MT1-MMP act inh,SKN-1 inh
Cc1cccnc1NC(=O)CCCc1c[nH]c2ccccc12,i,-2,-2,-1,-1,-15,-4,-3,15
COc1ccc(NC(=O)COc2coc(CN3c4ccccc4CC3C)cc2=O)cc1 (configuration not stated),i,-2,0,0,6,-8,-4,1,0
Cn1cc(SCC(=O)NCc2ccc(F)cc2)c2ccccc21,i,-4,1,-4,-5,-10,-6,-2,-12
C/C(=N\NC(=O)c1cc(C)[nH]n1)c1cccs1,i,6,1,-3,8,8,-5,5,-4
COc1ccc(/C=C2\OC(=O)c3c(OC)cccc32)cc1OC,nt,-1,-1,0,10,2,11,5,9
S=C(NCc1ccncc1)Nc1ccc(Cl)c(Cl)c1,i,10,-2,-1,2,-4,23,4,9
CCCNC(=O)C[C@H]1CC[C@@H]2[C@H](COC[C@@H](O)CN2C(=O)c2ccccn2)O1,i,nt,nt,nt,5,nt,nt,0,8
Cc1nn(C)c(C)c1S(=O)(=O)N(CC(=O)Nc1nccs1)c1ccc(C(C)C)cc1,i,14,-2,-2,4,-6,-1,-3,-7
Cc1nc(CCN2C(=O)c3ccccc3C2=O)n[nH]1,i,2,0,0,-4,-6,-6,-3,-15
CN1CCN(C(=O)c2cc3c(c(-c4cccc(C#CC(C)(C)O)c4)n2)[C@H](CCO)N(S(=O)C(C)(C)C)C3)CC1 (some centres not stated),i,14,8,-4,4,-11,-7,0,5
Cc1ccc(-n2c(C)nc3ccsc3c2=O)cc1,i,-9,2,-5,-2,-5,-6,3,-1
O=C(N/N=C/c1ccco1)c1ccc(NC(=O)C2CCCCC2)cc1,i,-15,-1,-3,6,-4,-4,-4,-1
O=c1[nH]c(N2CCCCCC2)nc2ncn(Cc3ccccc3)c12,i,1,-3,-5,8,-2,-7,-1,8
Cc1nccn1CCCNC(=O)c1nc(Cn2cc([N+](=O)[O-])cn2)no1,i,-3,2,-7,10,2,0,2,16

# Entries listed so far that contain a halogen (11):
SMILES,Neddylation inh,MLLE-PAM2 inh,Rin1 Abl inh,MsrA act,CendR NRP1 mod,E coli Lon inh,FAS-TE inh,MT1-MMP act inh,SKN-1 inh
C=CCc1cc(Cl)ccc1OCCn1ccnc1,i,4,-1,-3,14,8,-4,2,14
CC(C)(C)c1ccc(S(=O)(=O)NCCOCC(F)(F)C(F)F)cc1,i,0,6,-8,-3,-8,16,7,2
CN(C(=O)c1ccccc1Br)C1CCS(=O)(=O)C1 (configuration not stated),i,4,0,-4,-4,-7,-7,-2,-8
CN(C)/C=C/C(=C\C(=O)C(F)(F)F)Nc1ccc(C(F)(F)F)cc1,i,-4,-1,-4,-13,-1,5,-4,1
O=C(NC1CCN(S(=O)(=O)c2cccc(F)c2)CC1)c1ccc(F)cc1,i,-13,-2,0,5,-10,3,-1,8
CC1=NN(c2ccc(C)cc2)C(=O)/C1=C\c1ccc(Br)s1,i,1,1,-4,5,-9,-7,-1,3
O=C(CN1C(=O)NC2(CCc3ccccc32)C1=O)NCc1ccc(F)cc1 (configuration not stated),i,15,1,-7,8,-4,-4,5,8
Cc1nnsc1C(=O)NC1CCCc2c1cnn2-c1ccccc1F (configuration not stated),i,6,-3,-7,3,3,-1,10,6
O=C(NCc1ccccn1)Nc1ccc(Br)cc1Cl,i,-9,3,-4,-3,0,-1,-5,-13
Cn1cc(SCC(=O)NCc2ccc(F)cc2)c2ccccc21,i,-4,1,-4,-5,-10,-6,-2,-12
S=C(NCc1ccncc1)Nc1ccc(Cl)c(Cl)c1,i,10,-2,-1,2,-4,23,4,9
